High-throughput results as filed in PubChem.
GLS inhibitor = qHTS for Inhibitors of Glutaminase (GLS); Glutaminase kidney isoform, mitochondrial (Homo sapiens), O94925; 410,000 tested, 0.21% active; GLS enzymatic activity, qHTS titration; Potency, µM (top dose mostly 45.5 µM), without a hit: at the top dose activity change, negative = inhibition, actives largely listed as inhibitors
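hKGA; 45 mM KH2PO4 pH 8.2 + 0.02% Tween-20; cpd via pin tool; 1 mM Gln soln; GluOx/HRP/Amplex Red; RT 30 min; fluor. t0 & final.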
ALOX12 inh = Primary qHTS assay for inhibitors of human arachidonate 12S-lipoxygenase (ALOX12): Round 2; Polyunsaturated fatty acid lipoxygenase ALOX12 (Homo sapiens), P18054; purified 12hLO, xylenol orange hydroperoxide absorbance; Potency, µM (series often up to 108 µM), without a hit: top-dose activity change, negative = inhibition, usual class: inhibitors; 580,000 tested, 1.1% active
Target sequence (P18054 whole entry, looked up): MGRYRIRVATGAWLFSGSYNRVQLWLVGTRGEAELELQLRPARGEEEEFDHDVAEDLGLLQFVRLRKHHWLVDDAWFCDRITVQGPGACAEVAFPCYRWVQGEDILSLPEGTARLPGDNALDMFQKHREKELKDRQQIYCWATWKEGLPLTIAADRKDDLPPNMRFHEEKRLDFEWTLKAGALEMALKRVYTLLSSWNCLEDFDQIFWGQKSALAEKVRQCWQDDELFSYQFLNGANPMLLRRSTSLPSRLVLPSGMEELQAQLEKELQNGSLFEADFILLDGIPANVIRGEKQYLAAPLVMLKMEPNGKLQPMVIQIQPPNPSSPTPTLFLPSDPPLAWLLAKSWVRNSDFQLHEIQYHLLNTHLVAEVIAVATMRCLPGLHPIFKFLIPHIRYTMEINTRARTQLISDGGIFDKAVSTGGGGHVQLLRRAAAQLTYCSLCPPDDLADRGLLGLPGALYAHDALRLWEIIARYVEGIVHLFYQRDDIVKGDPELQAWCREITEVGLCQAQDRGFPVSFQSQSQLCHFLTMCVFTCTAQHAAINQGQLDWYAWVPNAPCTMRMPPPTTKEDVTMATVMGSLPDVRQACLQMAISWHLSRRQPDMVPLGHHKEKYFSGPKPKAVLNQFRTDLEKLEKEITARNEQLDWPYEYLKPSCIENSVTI
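Purified human 12hLO (150 nM final) in 25 mM Hepes, 0.01% Triton X-100, pH 7.0 was preincubated 15 min at room temperature with compound. Then 40 uM arachidonic acid was added, 30 min. Hydroperoxide was read by Fe-XO absorbance ratio 573/405 nm.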
Tb PGK inh = qHTS Assay to Find Inhibitors of Phosphoglycerate Kinase | 380,000 tested, 0.043% active | AID 602233, 2012 | Phosphoglycerate kinase, glycosomal (Trypanosoma brucei brucei), P07378 | PGK/GAPDH coupled, Kinase-Glo luminescence, 60 min | Potency, µM (top dose mostly 57.5 µM), without a hit: top-dose activity change, negative = inhibition, usual class: inhibitors; further: nearly all actives have a fitted effect of over 60% in size
Target sequence (P07378 whole entry, looked up): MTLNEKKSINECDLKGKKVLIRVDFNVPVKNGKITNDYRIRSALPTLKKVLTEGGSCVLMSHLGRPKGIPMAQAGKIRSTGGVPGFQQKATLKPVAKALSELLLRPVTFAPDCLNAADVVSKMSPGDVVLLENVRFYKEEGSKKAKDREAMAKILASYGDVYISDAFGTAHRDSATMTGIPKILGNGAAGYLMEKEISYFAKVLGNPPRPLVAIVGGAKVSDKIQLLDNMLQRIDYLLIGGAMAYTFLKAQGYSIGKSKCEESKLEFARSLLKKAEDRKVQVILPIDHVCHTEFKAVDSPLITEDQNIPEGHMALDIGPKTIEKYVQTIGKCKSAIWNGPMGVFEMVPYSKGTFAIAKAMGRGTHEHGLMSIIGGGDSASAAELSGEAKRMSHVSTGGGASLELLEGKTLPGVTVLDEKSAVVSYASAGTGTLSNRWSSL
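Recombinant glycosomal PGK reaction used 1,3-bisphosphoglycerate generated in-well by GAPDH (100nM final) in 100mM TEA pH 7.6, 5mM MgCl2, 0.01% Tween-20. After 60 minutes at room temperature, ATP was read by Kinase-Glo Plus luminescence end-point.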
The depositor's hits bear a star; i = inactive; ? = inconclusive; [ ] = dose if it differs, or a comment. The call rests on the fitted dose curve; in most records, active means well fitted curve in the direction sought with a large enough effect; inconclusive means small, poorly fitted or top-dose-only effect, or another doubt; inactive means no such curve, though single readings can be large; an effect the other way counts as inactive or inconclusive. On the % scale 0 is the no-effect control and ±100 the full control effect; potency means the concentration at half of the fitted maximal effect. An excerpt (hit frequency here may not be typical).

item	Tb PGK inh	structure	GLS inhibitor	ALOX12 inh
1	-11.7%	Cc1ccc([C@H]2N[C@]3(CCCN(Cc4cccn4C)C3=O)[C@H]3C(=O)N(Cc4ccccc4)C(=O)[C@@H]23)cc1	-4.3%	?
2	3.4%	Cc1cc(C)c(C)c(S(=O)(=O)N2CCNC(=O)C2)c1C	-0.8%	3.3%
3	-2.6%	Cc1ccc2ccc(C#N)cc2c1O	17.9%	-2.0%
4	-1.9%	O=C(CCC1CCCN(C(=O)c2cc(F)ccc2F)C1)N1CCN(c2ccccn2)CC1 (stereo not drawn)	1.8%	-1.9%
5	-5.7%	COc1ccc(Cc2nc3ccc(C(=O)N4CCCCC4CO)cc3o2)cc1OC (stereo not drawn)	-4.1%	0.8%
6	?	O=[N+]([O-])c1cc2ccccc2c(O)c1O	?	?
7	-8.5%	O=C1Nc2cc(C(=O)NCCCN3CCCC3)ccc2S/C1=C/c1cccc(Cl)c1	3.1%	?
8	-2.9%	CCc1cccc(NC(=O)COC(=O)c2c(-c3ccccc3)noc2C)c1	-0.8%	8.7%
9	-3.1%	COc1ccccc1NC(=O)CCNC(=O)C1CCN(S(=O)(=O)c2ccccc2)CC1	3.9%	-1.8%
10	-0.9%	CCOC(=O)C1=C(COC(=O)CNS(=O)(=O)c2ccc(C)c(C)c2)NC(=O)NC1C (stereo not drawn)	-11.3%	-14.5%
11	-4.1%	Fc1ccc(NC(=S)SCc2ccc3c(c2)OCO3)cc1F	19.0%	?
12	-8.4%	Cc1ccc([C@H]2N[C@]3(CCCN(Cc4ccc(Cl)cc4)C3=O)[C@H]3C(=O)N(C)C(=O)[C@@H]23)cc1	2.8%	?
13	-7.3%	Cc1ccc(S(=O)(=O)N2C[C@@H](C)[C@]3(C2)[C@H](O)[C@H](OC(=O)NC2CC2)C[C@H]2C(=O)N(c4ccccc4)C(=O)[C@H]23)cc1	-7.8%	-14.7%
14	i	O=C(Nc1ccc([N+](=O)[O-])cc1)C(c1ccccc1)c1ccccc1	2.0%	-3.7%
15	6.6%	CN(C)C(CNC(=O)C1CC(=O)N(c2cccc(C(F)(F)F)c2)C1)c1ccccc1 (stereo not drawn)	1.0%	-5.1%
16	-0.3%	CN1C=CC(C(C(N)=O)c2ccccc2)c2ccccc21 (stereo not drawn)	6.0%	1.3%
17	i	COc1ccc(NC(=O)C[C@@H]2C(=O)N(Cc3ccccc3)CC2(C)C)cc1	0.6%	49.4%[activator]
18	-1.6%	C(#CSCc1ccccc1)SCc1ccccc1	-2.0%	-8.9%
19	4.2%	Cc1ccc(C(=O)N(Cc2ccco2)c2c(N)n(Cc3ccccc3)c(=O)[nH]c2=O)cc1	-2.4%	1.8%
20	-2.7%	Cc1cccc(NC(=O)c2nc[nH]c2C(=O)N[C@H](C)CO)c1	-3.0%	-12.9%
21	-1.6%	Cc1cc(C)c2c(=O)n3c(nc2c1)C(CC(C)C)NC(=O)c1cc2ccccc2cc1-3 (stereo not drawn)	-6.1%	-23.2%
22	i	CCCCN1C(=O)C(CC(=O)NCC2CCCCC2)CC(C(=O)N2CCOCC2)=C1C (stereo not drawn)	-7.2%	?
23	8.9%	C[C@@H]1CN([C@H](C)CO)C(=O)c2cc(Br)cnc2O[C@@H]1CN(C)C(=O)c1cccc(F)c1	-2.7%	-12.3%
24	-2.1%	COC(=O)[C@H]1C[C@H](OC(=O)NCc2ccccc2)[C@@]2(O)CN(S(=O)(=O)c3ccc(C)cc3)CC2[C@H]1C(=O)OC (stereo partly drawn)	-1.8%	-6.7%
25	-7.3%	CC1CCN(C(=O)COC(=O)c2cccc(S(=O)(=O)N3CCOCC3)c2)CC1	0.4%	11.3%
26	-0.9%	CC1=C(C(=O)N(C)C)CC(CC(=O)NC2CCCC2)C(=O)N1CCC1=CCCCC1 (stereo not drawn)	0.4%	14.2%
27	-1.8%	COc1ccc(NC(=O)N(C)C[C@H]2OCCCC[C@H](C)Oc3ccc(NC(=O)Nc4ccc5c(c4)OCO5)cc3C(=O)N([C@@H](C)CO)C[C@@H]2C)cc1	3.8%	86.6%[activator]
28	-4.1%	Cc1ccc(S(=O)(=O)NCCc2nnc3ccc(N4CCOCC4)nn23)cc1	-4.9%	-1.3%
29	i	Cc1cccc(Cn2c(NC3CCCC3)nc3c2c(=O)[nH]c(=O)n3C)c1	-0.4%	-3.5%
30	-3.7%	O=C(COC(=O)c1cc(Br)ccc1O)NCCC1=CCCCC1	1.2%	-2.3%
31	3.7%	C[C@@H]1CN([C@@H](C)CO)C(=O)CCCn2nncc2CO[C@H]1CN(C)S(=O)(=O)c1ccc(-n2cccn2)cc1	-4.6%	-6.5%
32	-9.9%	O=C(O)C1CC(Br)C(Br)CC1C(=O)O (stereo not drawn)	-9.4%	?
33	i	COc1ccc([C@H]2C[C@@H](O)[C@H](n3cc(C4CC4)nn3)CN2CC2CCCCC2)cc1	0.2%	?
34	-2.6%	CCOc1cc(/C=C/C(=O)OCC(=O)N(CC)C2CCS(=O)(=O)C2)cc(Cl)c1OC (stereo not drawn)	-2.4%	4.4%
35	-9.9%	COc1ccc(S(=O)(=O)N2CCC(C(=O)NCCC(=O)Nc3ccccc3OC)CC2)cc1	-9.2%	-16.3%
36	-10.6%	Cc1ccc(S(=O)(=O)N2CCOCC2)cc1NC(=O)COC(=O)c1ccco1	3.9%	5.0%
37	i	O=C1NC(Cc2ccc(O)cc2)c2nc3ccc(Cl)cc3c(=O)n2-c2cc3ccccc3cc21 (stereo not drawn)	-2.1%	-87.8%
38	-6.6%	O=C(c1ccc2c(c1)CCC2)N1CCN(Cc2ccccc2)CC1	-9.6%	0.2%
39	8.4%	CN1C(=O)[C@H]2[C@@H](c3ccc(C(F)(F)F)cc3)N[C@]3(CCCN(Cc4ccc(Br)cc4)C3=O)[C@H]2C1=O	-5.2%	?
40	-5.4%	COc1ccc(OC)c(C=NNC(=O)NN=Cc2cc(OC)ccc2OC)c1	-1.8%	7.7%
41	i	CCCn1c(C)cc(C(=O)CN2C(=O)NC3(CCCCCC3)C2=O)c1C	-3.9%	-3.4%
42	-5.8%	COc1ccccc1OCC(=O)Nc1ccc(C(=O)Nc2ccccc2C(=O)O)cc1	0.0%	9.0%
43	3.3%	Cc1ccc([C@@H]2C[C@H]3[C@@H](CN2S(=O)(=O)c2ccc(Cl)cc2)C(=O)C[C@@H](c2cccc(Cl)c2)N3S(=O)(=O)c2ccc(C)cc2)cc1	10.8%	-5.1%
44	0.5%	CCCCCC(=O)N1C[C@@H](O)[C@H](n2cc(COC(=O)c3ccccc3)nn2)C[C@@H]1c1ccc(OC)cc1	-2.2%	-6.2%
45	-4.6%	Cc1ccc(S(=O)(=O)N2CCOCC2)cc1NC(=O)COC(=O)C1CCC1	-10.5%	-47.4%
46	2.6%	COc1ccc(C(=O)N2C=Cc3ccccc3C2C(N)=O)cc1 (stereo not drawn)	0.5%	0.6%
47	-6.8%	CCCCSCc1nc2nc(Cl)c(Cl)nc2[nH]1	-6.1%	-3.4%
48	-4.0%	CC(C)[C@H](NC(=O)c1ccco1)C(=O)Nc1ccc(N2CCCCCC2)cc1	-0.3%	5.3%
49	-9.9%	CCC1NC(=O)c2cc3ccccc3cc2-n2c1nc1ccc(F)cc1c2=O (stereo not drawn)	-4.5%	?
50	2.3%	C[C@H]1CN([C@@H](C)CO)S(=O)(=O)c2ccc(Br)cc2O[C@@H]1CN(C)C(=O)Cc1cccnc1	-3.2%	1.0%
51	8.8%	c1ccc2c(c1)Sc1cnccc1N2CC1CO1 (stereo not drawn)	-2.2%	4.8%
52	-8.3%	COc1ccc(C#Cc2ccc(C3=CC(=O)CC(C)(C)C3=O)cc2)cc1	2.7%	?
53	-7.5%	CCCCCCN1C[C@@H](O)[C@H](n2cc(-c3ccc(F)cc3)nn2)C[C@@H]1c1ccccc1	-1.2%	0.7%
54	0.5%	Nc1ccn([C@@H]2O[C@H](CNC(=O)[C@H]3CCC(=O)N3)[C@@H](O)[C@H]2O)c(=O)n1	-1.4%	5.7%
55	-9.6%	O=C1NC(=O)C(=C2CCOC2=O)N1	1.0%	-17.5%
56	4.7%	CCC/C=C/c1ccc(CN2C(C(C)C)C(=O)N(Cc3cn(CCOCOC)nn3)CCS2(=O)=O)cc1 (stereo not drawn)	2.4%	-12.6%
57	-2.0%	S=C(NN=Cc1ccccn1)Nc1ccccn1	15.3%	39.8µM*
58	-2.9%	COc1cc2nn(-c3ccccc3N)nc2cc1OC	-3.6%	7.1%
59	-2.1%	COc1ccncc1-c1ccc(C2=CC(=O)CC(C)(C)C2=O)cc1	1.9%	-6.6%
60	i	CCN(CC(=O)NC(C)(C)C)C(=O)c1cccc(S(=O)(=O)N2CC3(C)CC2CC(C)(C)C3)c1 (stereo not drawn)	-1.9%	1.5%

(cont.)
item	Tb PGK inh	structure	GLS inhibitor	ALOX12 inh
61	i	O=C(COC(=O)c1ccccc1)NCC1COc2ccccc2O1 (stereo not drawn)	0.6%	11.3%
62	-3.0%	CCCCCC(=O)N1C[C@@H](O)[C@H](n2cc(-c3ccc(F)cc3)nn2)C[C@@H]1c1ccc(OC)cc1	-1.9%	3.8%
63	i	Cc1cc(=O)n2c(nc3ccccc32)s1	-7.0%	6.1%
64	-3.3%	C[C@@H]1CN([C@@H](C)CO)S(=O)(=O)c2ccc(Br)cc2O[C@@H]1CN(C)S(=O)(=O)c1cn(C)cn1	1.3%	0.4%
65	-7.1%	Cc1nc(C(=O)O)cc([N+](=O)[O-])c1C	-7.1%	?
66	i	Cc1cccc(N2CCN(C(=O)COc3noc4nc(C)cc(C)c34)CC2C)c1 (stereo not drawn)	11.8%	?
67	-1.1%	Cc1ccc(-c2ccc(CN3C(CC(C)C)C(=O)N(Cc4cn(CCC5OCCO5)nn4)CCS3(=O)=O)cc2)cc1 (stereo not drawn)	-3.8%	-11.1%
68	-8.4%	CCC1NC(=O)c2cc3ccccc3cc2-n2c1nc1cc(F)ccc1c2=O (stereo not drawn)	1.9%	-24.3%
69	0.0%	CN(C)S(=O)(=O)c1ccc2c(c1)nc(CCC(=O)NCC(=O)Nc1ccc(F)c(F)c1F)n2C	-5.5%	15.2%
70	2.9%	CC(C)(C)OC(=O)N1CCc2onc(-c3ccccc3F)c2C1=O	13.3%	-0.8%
71	i	COc1ccc(C=C2SC(=S)N(CCCN3CCOCC3)C2=O)c(OC)c1	-7.1%	?
72	-9.6%	CCCCCCN1C[C@H](n2cc(-c3ccc(F)cc3)nn2)[C@@H](O)C[C@@H]1c1ccccc1	-10.7%	-17.9%
73	-7.2%	O=C(COC(=O)c1cc(S(=O)(=O)N2CCOCC2)ccc1F)Nc1ccccc1C(F)(F)F	2.9%	15.2%
74	-4.8%	Cc1ccc(Cc2c(-c3ccc(C)cc3)nc3c4ccccc4ccn23)cc1	-0.1%	-12.5%
75	-0.9%	CC(=O)c1c(C)[nH]c(C(=O)OCC(=O)NCc2ccccc2)c1C	-0.3%	-18.1%

Complete entries as entered above. Order of screens: Tb PGK inh | GLS inhibitor | ALOX12 inh
Entry for O=C(COC(=O)c1ccccc1)NCC1COc2ccccc2O1 (stereo not drawn) = i | 0.6% | 11.3%
Entry for Cc1cc(=O)n2c(nc3ccccc32)s1 = i | -7.0% | 6.1%

From compound 71 up to 75, copied from above:
item	Tb PGK inh	structure	GLS inhibitor	ALOX12 inh
71	i	COc1ccc(C=C2SC(=S)N(CCCN3CCOCC3)C2=O)c(OC)c1	-7.1%	?
72	-9.6%	CCCCCCN1C[C@H](n2cc(-c3ccc(F)cc3)nn2)[C@@H](O)C[C@@H]1c1ccccc1	-10.7%	-17.9%
73	-7.2%	O=C(COC(=O)c1cc(S(=O)(=O)N2CCOCC2)ccc1F)Nc1ccccc1C(F)(F)F	2.9%	15.2%
74	-4.8%	Cc1ccc(Cc2c(-c3ccc(C)cc3)nc3c4ccccc4ccn23)cc1	-0.1%	-12.5%
75	-0.9%	CC(=O)c1c(C)[nH]c(C(=O)OCC(=O)NCc2ccccc2)c1C	-0.3%	-18.1%

(continued)
item	Tb PGK inh	structure	GLS inhibitor	ALOX12 inh
76	-8.9%	CCC(C)C(CO)NCCCn1cnc2c(OC)ncnc21 (stereo not drawn)	-5.4%	-7.3%
77	-1.3%	CC(=O)c1ccc2c3c(ccc([N+](=O)[O-])c13)CC2	0.9%	9.0%
78	i	CS(=O)(=O)c1ccc(Cl)c(NC(=O)CSc2nnc3n2CCCCC3)c1	-2.2%	16.5%
79	i	N#CC1(NC(=O)CSc2nnc(C3CC3)n2N)CCCCC1	-5.3%	15.8%
80	1.4%	CCCCNC(=O)CN1C(=O)CSc2ccc(S(=O)(=O)N3CCOCC3)cc21	-0.1%	?
